# GoLoco inh red – inhibitors of human Gai1-RGS12 GoLoco interaction (red fluorophore); P63096; Gai1:RGS12 GoLoco peptide FP, rhodamine, 10 min; Potency, µM (top dose mostly 61.6 µM), inactives show at the highest dose activity, negative = inhibition, hits mostly inhibitors; actives 0.44% (n = 230,000); AID 880; active = well fitted inhibition curve with a large enough effect, not every such curve was filed as active; inactive = no such curve, though single readings can be large or run the other way; note: % is set by controls: 0 for no effect and ±100 for the full control effect; nearly all actives have a fitted effect of over 30% in size; many of its hits are not listed in these tables
# KDM4E inh – inhibitors of human JMJD2E histone demethylase | B2RXH2 | JMJD2E catalytic domain, FDH-coupled NADH fluorescence (FDH is formaldehyde dehydrogenase) | actives 1.6% (n = 230,000) | Potency, µM (top dose mostly 57.1 µM), inactives show at the highest dose activity change, negative = inhibition, hits mostly inhibitors | AID 2147; active = well fitted inhibition curve with a large enough effect, not every such curve was filed as active; inconclusive = small, poorly fitted or top-dose-only effect, or another doubt; inactive = no such curve, though single readings can be large or run the other way;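 note: 0% = wells with enzyme and -100% = buffer wells without enzyme; nearly all actives have a fitted effect of over 50% in size; many of its hits are not listed in these tables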
# Target sequence (B2RXH2 1-337 limits assumed): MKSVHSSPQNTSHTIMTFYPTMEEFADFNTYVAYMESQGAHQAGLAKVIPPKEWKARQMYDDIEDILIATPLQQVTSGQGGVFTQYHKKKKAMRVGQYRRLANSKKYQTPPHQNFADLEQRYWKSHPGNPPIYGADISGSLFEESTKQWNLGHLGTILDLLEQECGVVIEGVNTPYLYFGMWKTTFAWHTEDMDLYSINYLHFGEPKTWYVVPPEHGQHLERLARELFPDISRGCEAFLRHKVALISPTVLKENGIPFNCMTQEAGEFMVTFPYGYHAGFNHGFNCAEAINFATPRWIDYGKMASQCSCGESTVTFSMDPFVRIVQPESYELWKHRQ
# TR SRC2 fluor cs – counter-screen for TRb-SRC2 inhibitors: fluorescence interference; AID 1479; actives 0.29% (n = 280,000); Potency, µM (titrated, usually from 106 µM), without a hit: at the highest dose fluorescence change, negative = quenching; TRb/SRC2 Texas Red total fluorescence interference; active = well fitted curve in either direction with a large enough effect; inconclusive = small, poorly fitted or top-dose-only effect; note: % is set by controls: 0 for no effect and ±100 for the full control effect
#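 Human TRβ ligand-binding domain (0.6 uM) and Texas Red SRC2 peptide (20 nM) in Tris buffer with 1 uM T3 and 5% DMSO were incubated with pinned compound for 5 hr at ambient temperature. Total fluorescence was computed as S + 2P (555/632 nm).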
# Lamin A splicing – LMNA splicing modulation | actives 0.01% (n = 200,000) | AID 1487 | Potency, µM (top dose mostly 46.1 µM), for inactives: at the highest dose ratio change, negative = inhibition, usual class: inhibitors | HeLa LMNA splicing GFP/RFP minigene ratio, 48 h; active = well fitted inhibition curve with a large enough effect in the signal ratio, with a control signal flat, not every such curve was filed as active; inconclusive = small, poorly fitted or top-dose-only effect, or effect the other way, or a change in a side signal; the % refers to the signal ratio; note: % is set by controls: 0 for no effect and ±100 for the full control effect
#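 Read-out is the ratio of GFP to DsRed2 object intensity, acquired by 488 nm laser-scanning cytometry on HeLa lamin A-EGFP minigene reporter cells. Compound incubation 48 hrs at 37 °C in Opti-MEM with 2% FBS; DMSO 0.5% final.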
# RECQ1 helicase – blocks DNA unwinding by human RECQ1; AID 2549; Potency, µM (doses to about 57.3 µM), for inactives: at the top dose activity, negative = inhibition, usual class: inhibitors; P46063; RECQ1 DNA unwinding, red fluorescence kinetic read; actives 0.54% (n = 240,000);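 note: plate controls were vehicle for no effect and no enzyme for full effect; nearly all actives have a fitted effect of over 30% in size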
#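 RECQ1T1 50 nM; forked duplex (20 bp + 30-nt ss tails) 200 nM, ATP 2 mM final; pH 8.0, 2 mM MgCl2, 2.5 ug/ml poly(dI-dC); 15 min compound preincubation; discontinuous kinetic read over 2 h at RT.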
# ALDH1A1 block – inhibitors of human aldehyde dehydrogenase 1A1. Purified ALDH1A1, NADH fluorescence, propionaldehyde substrate. Potency, µM (titrated, usually from 75.3 µM), for inactives: top-dose activity, negative = inhibition, most hits filed as inhibitors. AID 1030. P00352. actives 7.3% (n = 220,000); active = well fitted inhibition curve with a large enough effect, not every such curve was filed as active; inconclusive = small, poorly fitted or top-dose-only effect, or another doubt; inactive = no such curve, though single readings can be large or run the other way;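 note: plate controls were no enzyme wells and a reference inhibitor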
# Target sequence (P00352 whole entry, looked up): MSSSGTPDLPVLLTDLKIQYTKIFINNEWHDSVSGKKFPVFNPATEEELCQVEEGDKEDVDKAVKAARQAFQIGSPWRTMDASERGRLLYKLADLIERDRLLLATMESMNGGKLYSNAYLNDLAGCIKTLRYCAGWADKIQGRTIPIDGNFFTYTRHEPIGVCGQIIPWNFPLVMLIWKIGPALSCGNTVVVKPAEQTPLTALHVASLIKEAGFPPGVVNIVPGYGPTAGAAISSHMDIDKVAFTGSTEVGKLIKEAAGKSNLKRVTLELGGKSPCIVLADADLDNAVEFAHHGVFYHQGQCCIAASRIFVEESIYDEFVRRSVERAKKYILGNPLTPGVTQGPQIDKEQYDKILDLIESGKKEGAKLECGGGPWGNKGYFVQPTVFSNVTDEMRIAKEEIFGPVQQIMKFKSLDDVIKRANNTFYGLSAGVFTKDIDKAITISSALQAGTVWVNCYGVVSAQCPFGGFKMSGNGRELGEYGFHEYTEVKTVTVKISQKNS
# SMN2 splice enh – enhancers of SMN2 splice variant expression; HEK293 SMN2-luciferase splicing reporter, luminescence, 30-36 h; Potency, µM (top dose mostly 46.1 µM), for the others: at the top dose activity change, positive = activation, hits mostly activators; actives 2.8% (n = 210,000); AID 1458; note: % of control where 0% means no effect; nearly all actives have a fitted effect of over 55% in size
#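 HEK293 cells carry an SMN2 […]–luciferase reporter in which exon 7 inclusion puts luciferase in frame. Cells were plated 10-12 h before compound addition, then incubated 30-36 h at 37C. ONE-Glo luminescence was read; sodium butyrate at 4.5 mM final served as control.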
# TRb SRC2 PPI – inhibitors of human thyroid hormone receptor beta-SRC2 interaction | P10828 | TRbeta-SRC2 peptide binding, fluorescence polarization; receptor liganded with 1 µM T3 | Potency, µM (titrated, usually from 106 µM), without a hit: at the highest dose activity change, negative = inhibition, actives largely listed as inhibitors | actives 0.065% (n = 280,000) | AID 1469;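 note: plate controls were bound peptide for no effect and peptide without receptor for full effect; nearly all actives have a fitted effect of over 50% in size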
#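 TRb LBD 0.6 uM + Texas Red SRC2 peptide 20 nM, 1 uM T3, Tris buffer w/ 5% DMSO; compound pinned, 5 h RT; FP read ex 555/em 632; normalized to unbound and bound controls.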
# * = called active by the depositor; i = inactive; ? = inconclusive; . = not tested or not shown; [ ] = dose if it differs, or a comment. Unless noted, calls come from the whole dose curve; as a rule, active = well fitted curve in the direction sought with a large enough effect; inconclusive = small, poorly fitted or top-dose-only effect, or another doubt; inactive = no such curve, though single readings can be large; an effect the other way counts as inactive or inconclusive. Potency is the fitted concentration of half-maximal effect.
# Preview (11 entries):
SMILES	GoLoco inh red	KDM4E inh	TR SRC2 fluor cs	Lamin A splicing	RECQ1 helicase	ALDH1A1 block	SMN2 splice enh	TRb SRC2 PPI
CCCOc1cccc(C(=O)N(Cc2ccco2)C2CCS(=O)(=O)C2)c1 (stereo not drawn)	5%	-2%	1%	5%	-2%	0%	-4%	-3%
CCn1cc(C(=O)O)c(=O)c2cc(F)c(N3CCN(S(=O)(=O)c4ccc5c(c4)OCCO5)CC3)cc21	5%	?	-5%	?	-5%	?	-8%	-8%
Cc1ccc(NC(=O)CSc2nnc(C)c(=O)n2N)cc1	-2%	1%	-1%	5%[46 µM]	0%	-5%	-16%	11%
COC(=O)c1cn[nH]c1NC(=S)Nc1ccc(Cl)c(Cl)c1	17%	2%	-3%	?	3%	?	10µM*	1%
Cn1c(=O)c2[nH]c(CNCc3ccccc3Cl)nc2n(C)c1=O	4%	-2%	1%	?	-1%	?	2%	-15%
Cc1cc(Cl)ccc1OCC(=O)N1CCN(c2ncccn2)CC1	2%	?	-1%	?	-2%	-11%	-18%	0%
CCOC(=O)C1=C(C(C)=O)C(c2cccnc2)C(C#N)=C(N)O1 (stereo not drawn)	-31%	?	7%	10%	-2%	-8%	-3%	-13%
CCOC(=O)c1[nH]c2ccccc2c1NC(=S)Nc1cc(C)ccc1C	3%	-10%	-7%	?	-16%	?	-6%	-4%
COC(=O)c1cc(C(=O)Nc2nnc(CC(C)(C)C)s2)cc([N+](=O)[O-])c1	10%	2%	-20%	-8%	-4%	25µM*	-14%	1%
COCCCNS(=O)(=O)c1ccc(OC)c(Cl)c1Cl	-4%	-1%	-2%	-3%	0%	10µM*	6%	-1%
Cc1ccc(OCc2nnc(SCc3ccc(C#N)cc3)n2-c2ccc(C)cc2)cc1	4%	0%	3%	?	-13%	?	13%	-4%

# The listing, from the start:
SMILES	GoLoco inh red	KDM4E inh	TR SRC2 fluor cs	Lamin A splicing	RECQ1 helicase	ALDH1A1 block	SMN2 splice enh	TRb SRC2 PPI
CCCOc1cccc(C(=O)N(Cc2ccco2)C2CCS(=O)(=O)C2)c1 (stereo not drawn)	5%	-2%	1%	5%	-2%	0%	-4%	-3%
CCn1cc(C(=O)O)c(=O)c2cc(F)c(N3CCN(S(=O)(=O)c4ccc5c(c4)OCCO5)CC3)cc21	5%	?	-5%	?	-5%	?	-8%	-8%
Cc1ccc(NC(=O)CSc2nnc(C)c(=O)n2N)cc1	-2%	1%	-1%	5%[46 µM]	0%	-5%	-16%	11%
COC(=O)c1cn[nH]c1NC(=S)Nc1ccc(Cl)c(Cl)c1	17%	2%	-3%	?	3%	?	10µM*	1%
Cn1c(=O)c2[nH]c(CNCc3ccccc3Cl)nc2n(C)c1=O	4%	-2%	1%	?	-1%	?	2%	-15%
Cc1cc(Cl)ccc1OCC(=O)N1CCN(c2ncccn2)CC1	2%	?	-1%	?	-2%	-11%	-18%	0%
CCOC(=O)C1=C(C(C)=O)C(c2cccnc2)C(C#N)=C(N)O1 (stereo not drawn)	-31%	?	7%	10%	-2%	-8%	-3%	-13%
CCOC(=O)c1[nH]c2ccccc2c1NC(=S)Nc1cc(C)ccc1C	3%	-10%	-7%	?	-16%	?	-6%	-4%
COC(=O)c1cc(C(=O)Nc2nnc(CC(C)(C)C)s2)cc([N+](=O)[O-])c1	10%	2%	-20%	-8%	-4%	25µM*	-14%	1%
COCCCNS(=O)(=O)c1ccc(OC)c(Cl)c1Cl	-4%	-1%	-2%	-3%	0%	10µM*	6%	-1%
Cc1ccc(OCc2nnc(SCc3ccc(C#N)cc3)n2-c2ccc(C)cc2)cc1	4%	0%	3%	?	-13%	?	13%	-4%
CCOC(=O)c1c(C)[nH]c(C)c1C(=O)COC(=O)c1ccc(S(=O)(=O)N(CC)CC)cc1	-1%	4%	1%	26%	-5%	27%	9%	1%
Cc1c(C(C)C)c(=O)n(-c2ccc(S(=O)(=O)NC3CCCCC3)cc2)n1C	3%	-4%	-3%	.	-4%	8%	.	4%
Cc1nc2cnc(N3CCNCC3)nc2n(CCC#N)c1=O	3%	.	.	.	-6%	?	-5%	.
O=C1CCC(=O)N1c1ccc(S(=O)(=O)N2CCCC2)cc1	5%	3%	0%	?	i	2%	8%	5%

# Only ALDH1A1 block, KDM4E inh and RECQ1 helicase, for 2 of the compounds above:
Structure	ALDH1A1 block	KDM4E inh	RECQ1 helicase
CCCOc1cccc(C(=O)N(Cc2ccco2)C2CCS(=O)(=O)C2)c1 (stereo not drawn)	0%	-2%	-2%
CCn1cc(C(=O)O)c(=O)c2cc(F)c(N3CCN(S(=O)(=O)c4ccc5c(c4)OCCO5)CC3)cc21	?	?	-5%

# Next structures.
SMILES	GoLoco inh red	KDM4E inh	TR SRC2 fluor cs	Lamin A splicing	RECQ1 helicase	ALDH1A1 block	SMN2 splice enh	TRb SRC2 PPI
Cc1cc([N+](=O)[O-])ccc1NC(=O)Nc1ccc(F)cc1F	13%	-18%	-7%	?	i	?	-35%[inhibitor]	-1%
Cc1cccc(C2NC(=O)c3c(sc(C)c3C)N2)c1O (stereo not drawn)	6%	-27%	-1%	15%	-3%	?	-2%	-10%
COc1ccc2[nH]c3c(=O)n(CCCCC(=O)NCCC(C)C)c(=S)[nH]c3c2c1	6%	-6%	-8%	1%[46 µM]	8%	-4%	2%	8%
COc1ccccc1N1CCN(c2nnc(-c3ccc(F)cc3)c3ccccc23)CC1	9%	-4%	-2%	6%	i	3%	-31%[inhibitor]	-2%
COc1cccc(NC(=O)c2oc3ccccc3c2NC(=O)c2ccc3c(c2)OCO3)c1	-1%	?	0%	-3%	-1%	?	1%	-5%
COc1cc(/C=C/C(=O)N(C)c2ccccc2C(=O)O)cc(OC)c1OC	8%	?	1%	3%[0.0737 µM]	-13%	2%	-2%	6%
Cc1cccc2c1[nH]c1nc(N/N=C\c3ccco3)nnc12	1%	3%	-1%	-9%	-16%	-16%	-1%	-16%
O=C(c1cc2cc([N+](=O)[O-])ccc2oc1=O)N1CCOCC1	6%	?	-8%	?	-4%	13µM*	.	-7%
COc1ccc(CCN2C(=O)CS/C2=N\NC(=O)c2ccc(C(C)(C)C)cc2)cc1OC	7%	1%	4%	?	-8%	-12%	-28%	2%
COCCC1CCCCN1Cc1cn(-c2ccccc2)nc1-c1ccc2c(c1)OCO2 (stereo not drawn)	17%	?	-2%	-7%[46 µM]	i	?	.	0%
O=S1(=O)N=C(N2CCOCC2)c2ccccc21	5%	2%	2%	4%	i	13%	-4%	-1%
C=CCNC(=O)NC(=S)c1ccccc1	-6%	-8%	1%	-7%	-4%	-5%	20%	-1%
COC(=O)c1ccc(N/C=C\C(=O)c2ccc3c(c2)OCO3)cc1	9%	-1%	-4%	.	1%	-5%	.	-6%
COc1ccc(NS(=O)(=O)c2ccc3c(c2)NC(=O)CO3)cc1	4%	-2%	-1%	?	-2%	12%	-1%	-3%
COc1ccc2cc(CN(Cc3cccnc3)S(=O)(=O)c3ccccc3)c(=O)[nH]c2c1	8%	?	-3%	?	-6%	?	-2%	6%
O=C(c1cccs1)N1CCC(C(=O)N2CCN(Cc3ccc4c(c3)OCO4)CC2)CC1	-8%	-1%	0%	.	8%	-7%	.	4%
CC1CCC2(CC1)NC(=O)N(CC(=O)Nc1ccc(N3CCOCC3)cc1)C2=O (stereo not drawn)	3%	3%	-4%	-6%	-11%	7%	-12%	-13%
O=C(CN1CCN(S(=O)(=O)/C=C/c2ccccc2)CC1)Nc1ccccc1N1CCOCC1	6%	3%	0%	.	-11%	.	.	-12%
O=C1CC(C(=O)Nc2cccc3ccccc23)C2(CCCC2)O1 (stereo not drawn)	-1%	?	1%	-12%	12%	-6%	?	-4%
O=C(NCCCCC(NC(=O)c1ccc([N+](=O)[O-])cc1)C(=O)O)c1ccc([N+](=O)[O-])cc1 (stereo not drawn)	-3%	-6%	-2%	25%	i	-6%	-17%	-2%
COc1cc(NC(=O)CSc2ccc3c(c2)OCCO3)cc(OC)c1OC	.	-1%	-7%	?	i	?	.	5%
Cc1ccc(CNC(=O)C2CC(c3ccccc3F)=NO2)cc1 (stereo not drawn)	7%	8%	0%	.	i	.	.	1%
CCOC(=O)c1c(NC(=O)CSc2nnc(C)s2)sc2c1CCN(C)C2	36%[activator]	?	-3%	-9%	-14%	?	17%	-7%
COc1ccc(CCNC(=O)c2cccnc2)cc1	6%	2%	-8%	-5%	-9%	10%	-2%	-5%
CCCCC(=O)Nc1nn(CC(C)C)c2nc3ccccc3cc12	0%	?	-6%	?	-2%	?	-26%	1%
CC1=CC(=O)c2c(O)ccc(O)c2C1=O	25µM*	?	22µM*[quencher]	.	3.5µM*	32µM*	.	-23%
Cc1cccc(Nc2ccccc2C(=O)NCc2ccco2)c1C	-7%	-1%	0%	?	-13%	3%	0%	1%
O=C(Nc1sc2c(c1C(=O)N1CCOCC1)CCCCC2)c1cccnc1	6%	2%	-6%	3%[9.22 µM]	-5%	22µM*	-9%	0%
CCCS(=O)(=O)c1c(S(=O)(=O)CCC)c2c(N)cccn2c1C(=O)OC	37%[activator]	?	7%	-4%[46 µM]	i	-3%	1%	3%
CCN1CCc2nc(N)sc2C1	-2%	-22%	1%	-10%[46 µM]	?	-6%	1%	7%
Oc1ccc(-c2n[nH]c(C(F)(F)F)c2-c2ccccc2)c(O)c1	3%	-6%	1%	.	i	8%	.	3%
O=C(CSc1ncn[nH]1)Nc1ncc(C(F)(F)F)cc1Cl	-3%	-8%	0%	4%[46 µM]	0%	-5%	3%	-2%
COc1cccc2cccc(/C=N/n3cnnc3)c12	0%	?	0%	?	-1%	-4%	8%	17%

# Screening data deposited in PubChem BioAssay by National Center for Advancing Translational Sciences (NCATS).

# This is a subset; count on the stated rates, not on these rows.
